MEKK3 PB1 HTS – raises or lowers MEK5 binding to the human MEKK3 PB1 domain; AID 1529; 1.4% of 290,000 active; Q99759; bead-based flow cytometry, Alexa488-MEK5 binding to MEKK3; actives lie on both sides; 0 = blocked by unlabeled MEK5, 100 = vehicle; binding response (% of control), % at 10 µM;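 active = binding response more than 3 SD above or below the average of its plate-row segment, actives on both sides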;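 also: Alexa488 bead fluorescence after subtracting the streptavidin-only scavenger bead signal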
MEKK2wt PB1 HTS – raises or lowers MEK5 binding to wildtype human MEKK2 PB1 domain; Q9Y2U5; bead flow cytometry, Alexa488-MEK5 binding to MEKK2 WT; actives lie on both sides; binding response (% of control), % at 10 µM; 1.1% of 290,000 active; in the data active = binding response below about 67% or above about 130%
M18AAP inhibitor – PfM18AAP enzyme inhibition. recombinant PfM18AAP, H-Glu-NHMec fluorogenic cleavage. inhibition, % at 7.35 µM. 1.2% of 290,000 active;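 active = inhibition above the campaign mean inhibition over all tested compounds plus 3 SD, cut at about 28% in these data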;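 also: 0% = plate median of test compound wells and 100% = 2 mM ZnCl2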
SUMO HTRF inh – inhibitors of human SUMOylation (UBC9); 0.36% of 290,000 active; AID 2006; inhibition, % at 35 µM; HTRF SUMOylation assay, SAE1/SAE2 + UBC9, in vitro; P63279; in the data active = inhibition above about 50%, passing the limit was not always enough; also: strong numbers were not always called active
IDE cell inh – inhibitors of human insulin-degrading enzyme in cells; HEK cells, FAbetaB cleavage, fluorescence polarization; inhibition, % at 5.59 µM; 0.41% of 320,000 active; AID 434962;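 active = percent inhibition above the average of all tested compounds plus 3 SD, set per screening campaign, cut at about 16% in these data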;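 also: IDE supplied by intact live HEK cells; FP after avidin binding of uncleaved biotin substrate so inhibition keeps polarization high; 0% = DMSO wells and 100% = 60 µM reference IDE inhibitor Ii1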
Target sequence (P14735 whole entry, looked up): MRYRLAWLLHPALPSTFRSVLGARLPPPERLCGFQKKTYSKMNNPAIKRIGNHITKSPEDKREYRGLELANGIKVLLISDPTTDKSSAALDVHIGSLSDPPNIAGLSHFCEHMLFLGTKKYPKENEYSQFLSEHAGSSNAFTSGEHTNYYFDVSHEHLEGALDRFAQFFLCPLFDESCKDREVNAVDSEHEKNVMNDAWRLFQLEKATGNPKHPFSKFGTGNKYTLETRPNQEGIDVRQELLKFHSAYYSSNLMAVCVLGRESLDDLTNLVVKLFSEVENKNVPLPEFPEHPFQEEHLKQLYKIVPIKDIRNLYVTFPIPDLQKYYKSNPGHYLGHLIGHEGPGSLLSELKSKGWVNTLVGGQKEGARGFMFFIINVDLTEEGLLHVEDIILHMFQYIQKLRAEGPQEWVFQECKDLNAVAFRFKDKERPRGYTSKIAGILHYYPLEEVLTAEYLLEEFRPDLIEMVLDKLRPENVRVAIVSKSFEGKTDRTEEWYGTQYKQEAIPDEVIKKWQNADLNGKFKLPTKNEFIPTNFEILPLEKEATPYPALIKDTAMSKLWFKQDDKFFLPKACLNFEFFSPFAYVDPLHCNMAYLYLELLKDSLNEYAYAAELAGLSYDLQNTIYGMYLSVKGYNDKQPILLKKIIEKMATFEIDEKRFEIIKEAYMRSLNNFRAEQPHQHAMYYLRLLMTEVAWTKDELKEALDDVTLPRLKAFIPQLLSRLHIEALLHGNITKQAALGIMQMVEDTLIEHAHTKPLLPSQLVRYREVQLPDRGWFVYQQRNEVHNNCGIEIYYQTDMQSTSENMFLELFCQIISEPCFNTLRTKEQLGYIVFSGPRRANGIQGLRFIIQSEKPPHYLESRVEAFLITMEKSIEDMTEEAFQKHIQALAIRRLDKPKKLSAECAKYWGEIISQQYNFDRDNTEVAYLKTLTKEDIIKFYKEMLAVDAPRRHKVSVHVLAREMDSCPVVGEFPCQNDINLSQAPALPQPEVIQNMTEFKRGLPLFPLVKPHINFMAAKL
pCIP destab – lowers stability of the mouse p/CIP coactivator protein | 0.01% of 290,000 active | decrease of EGFP signal, % at 10 µM | F442A p/CIP-EGFP cells, EGFP fluorescence, 16 h | AID 1984;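 active = EGFP signal decrease of at least 30% at 10 µM or well 3 SD below plate mean, unless failing retest; inactive = the rest, including hits failing retest or dose response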; also: some compounds called inactive have numbers as strong as hits; many of its hits are not listed in these tables
NALP1 inh – inhibitors of NALP1 inflammasome in yeast; S. cerevisiae NALP1/ASC/caspase-1 growth, X-gal OD620, 72 h; inhibition, % at 10 µM; 0.61% of 280,000 active; AID 2071; in the data active = inhibition mostly above about 24%, no sharp cut-off; inactive = mostly below about 32%; also: some compounds called inactive have numbers as strong as hits
MEKK2mut PB1 HTS – signal of MEK5 binding to mutant human MEKK2 PB1 domain; bead flow cytometry, Alexa488-MEK5 binding to MEKK2 mutant; AID 1530; percent response, % at 10 µM; 0.35% of 290,000 active; in the data active = percent response above about 24%, passing the limit was not always enough; also: inactives centre near 1; some results filed as inactive read as strong as hits; reference of the scale not given here
IDE act – activators of human insulin-degrading enzyme in cells. P14735. HEK cells, FAbeta-B cleavage, fluorescence polarization; 0% vehicle, 100% cell-free pure enzyme wells. activation, % at 5.96 µM. 0.073% of 340,000 active;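 active = activation above the mean of all tested compounds plus 3 SD, set per screening campaign, cut at about 17% in these data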
Numbers without * were called inactive; x = not tested or not shown.

Start of the data: the first 15 entries as a preview:
M18AAP inhibitor	MEKK2wt PB1 HTS	SMILES	SUMO HTRF inh	MEKK3 PB1 HTS	IDE act	MEKK2mut PB1 HTS	IDE cell inh	pCIP destab	NALP1 inh
0	114	Cc1ccc(NC(=O)c2cc(NC(=O)c3ccccc3C(=O)O)ccc2N2CCCCC2)cc1	13	125	4	0	-1	-10	20
4	105	CC1NC(=O)N(C)C2NC(=O)N(C)C(c3ccccc3)C12 (stereo not given)	2	102	-3	8	2	-3	-10
1	99	COc1cnn(Cc2ccccc2)c(=O)c1SCc1ccccc1	17	99	4	-2	-1	4	20
-6	105	Cc1ccc(N2CCN(CC(O)COc3cccc4ccccc34)CC2)cc1 (stereo not given)	-7	105	2	7	-8	-1	27
6	102	O=C(O)CCCC(=O)Nc1ccccc1Oc1ccccc1	2	100	2	9	5	15	0
28*	91	Cc1ccc(O)c(N/C=C/C(=O)c2ccc(F)cc2)c1	-11	97	2	-6	5	-2	4
3	101	COc1ccc(C)cc1NS(=O)(=O)c1cn(C)c(=O)n(C)c1=O	18	100	2	6	4	-25	11
-9	108	CC(=O)CCS(=O)(=O)c1ccc(C)c(C)c1	-6	107	-1	8	3	-12	14
0	103	Cc1cc(C)cc(NC(=O)C2CC3CCC2C3)c1 (stereo not given)	10	102	1	3	x	-6	-5
10	103	C/C(=N/NS(=O)(=O)c1cccc([N+](=O)[O-])c1)c1c[nH]c2ccccc12	8	104	-2	7	-1	-8	16
7	94	Cc1cc(=O)n2c3c(sc2n1)C(=O)N(Cc1ccccc1)C3=O	16	97	x	1	4	-6	8
-4	98	O=C(Nc1nc2n(n1)C(c1ccc(F)cc1)CC(c1ccccc1)N2)c1ccco1 (stereo not given)	23	99	4	-8	-3	0	7
-1	100	CC(=O)c1cccc(CN2CCN(Cc3ccc(F)cc3)C(CCO)C2)c1 (stereo not given)	1	100	4	-2	-2	-6	18
20	103	CC(C)(C)C(=O)Oc1cc(N)n(S(=O)(=O)c2ccc(F)cc2)n1	-16	102	2	2	-1	4	-6
7	93	Nc1nnnn1CC(=O)N/N=C/c1ccccn1	1	92	x	-14	3	-4	11

The whole of this part, from the first entry:
M18AAP inhibitor	MEKK2wt PB1 HTS	SMILES	SUMO HTRF inh	MEKK3 PB1 HTS	IDE act	MEKK2mut PB1 HTS	IDE cell inh	pCIP destab	NALP1 inh
0	114	Cc1ccc(NC(=O)c2cc(NC(=O)c3ccccc3C(=O)O)ccc2N2CCCCC2)cc1	13	125	4	0	-1	-10	20
4	105	CC1NC(=O)N(C)C2NC(=O)N(C)C(c3ccccc3)C12 (stereo not given)	2	102	-3	8	2	-3	-10
1	99	COc1cnn(Cc2ccccc2)c(=O)c1SCc1ccccc1	17	99	4	-2	-1	4	20
-6	105	Cc1ccc(N2CCN(CC(O)COc3cccc4ccccc34)CC2)cc1 (stereo not given)	-7	105	2	7	-8	-1	27
6	102	O=C(O)CCCC(=O)Nc1ccccc1Oc1ccccc1	2	100	2	9	5	15	0
28*	91	Cc1ccc(O)c(N/C=C/C(=O)c2ccc(F)cc2)c1	-11	97	2	-6	5	-2	4
3	101	COc1ccc(C)cc1NS(=O)(=O)c1cn(C)c(=O)n(C)c1=O	18	100	2	6	4	-25	11
-9	108	CC(=O)CCS(=O)(=O)c1ccc(C)c(C)c1	-6	107	-1	8	3	-12	14
0	103	Cc1cc(C)cc(NC(=O)C2CC3CCC2C3)c1 (stereo not given)	10	102	1	3	x	-6	-5
10	103	C/C(=N/NS(=O)(=O)c1cccc([N+](=O)[O-])c1)c1c[nH]c2ccccc12	8	104	-2	7	-1	-8	16
7	94	Cc1cc(=O)n2c3c(sc2n1)C(=O)N(Cc1ccccc1)C3=O	16	97	x	1	4	-6	8
-4	98	O=C(Nc1nc2n(n1)C(c1ccc(F)cc1)CC(c1ccccc1)N2)c1ccco1 (stereo not given)	23	99	4	-8	-3	0	7
-1	100	CC(=O)c1cccc(CN2CCN(Cc3ccc(F)cc3)C(CCO)C2)c1 (stereo not given)	1	100	4	-2	-2	-6	18
20	103	CC(C)(C)C(=O)Oc1cc(N)n(S(=O)(=O)c2ccc(F)cc2)n1	-16	102	2	2	-1	4	-6
7	93	Nc1nnnn1CC(=O)N/N=C/c1ccccn1	1	92	x	-14	3	-4	11
0	105	COc1cc(NC(=O)c2cc(C)on2)cc(OC)c1OC	17	99	2	4	3	0	3
-2	98	O=C(O)COc1ccc(/C=C/c2nc3ccc([N+](=O)[O-])cc3s2)cc1	0	102	4	3	-1	-4	9
1	101	O=C(CNC1CCCC1)Nc1ccc(S(=O)(=O)N2CCCCC2)cc1	-2	102	2	-4	2	-11	22
-8	130	CN(C)C(CNC(=O)c1ccc(NC(=O)CC#N)cc1)c1ccccc1 (stereo not given)	4	108	7	4	3	3	-2
3	81	Cc1ccc(S(=O)(=O)Nc2nccs2)cc1[N+](=O)[O-]	10	95	x	-10	8	-10	8
-15	111	Cc1ccsc1C(=O)N1CCN(c2ncc(C(F)(F)F)cc2Cl)CC1	10	104	-1	7	2	-17	17
41*	116	O=C(CC1Sc2ccccc2NC1=O)Nc1cccc(C(=O)O)c1 (stereo not given)	11	112	5	13	1	1	15
10	103	Cc1sc2ncn(CC(=O)NCCc3ccccc3)c(=O)c2c1C	9	97	3	3	-1	-7	32
0	98	O=C(Cc1ccc(-n2cnnn2)cc1)NC12CC3CC(CC(C3)C1)C2	6	95	2	-3	6	1	9
6	96	COc1ccc(NC(=O)c2cc(-c3ccccc3OC)on2)cc1	31	99	-8	2	0	-1	12
-14	102	CCCc1nn2c(=O)cc(CSCC(=O)Nc3nnc(C(C)C)s3)nc2s1	12	100	0	0	-5	-1	24
-6	106	CCCN(CCC)Cc1cc2ccccc2c2c1COC2	13	103	9	12	4	-2	-6
-1	100	Cc1cc(C)c(NC(=O)CS(=O)CC(=O)Nc2ccc(F)cc2F)c(C)c1 (stereo not given)	33	100	1	2	-8	-13	x
-2	88	Cc1nc(NC(=O)COC(=O)c2ccc(S(=O)(=O)N3CCc4ccccc4C3)cc2)c(Cl)cc1Cl	7	97	-1	-9	-4	-6	4
4	193*	COc1cc2c3nnc(-c4ccc(F)cc4)c-3cn(Cc3ccc(F)cc3)c2cc1OC	6	91	-5	36*	6	-4	35*
1	100	Nc1nc(CN2CCN(Cc3ccccc3)CC2)nc(Nc2ccc3c(c2)OCCO3)n1	1	95	-5	0	-6	-3	17
6	103	Cc1cc2nnc(SC(C)C)n2c2ccccc12	9	94	6	3	-1	-10	8
-5	136	Cc1cc2oc(=O)cc(CN3CCN(C/C=C/c4ccccc4)CC3)c2cc1O	16	104	-2	10	-7	-12	17
1	98	CC(C)CN(C(=O)c1ccc(F)cc1F)c1c(N)n(CC(C)C)c(=O)[nH]c1=O	-5	100	-2	-1	5	2	0
6	105	O=c1nc(N2CCCC2)nc(N2CCCC2)[nH]1	6	106	-3	8	3	-5	0
-2	98	Cc1ccc(-c2cc(C(=O)N3CCCCC3)c3ccccc3n2)cc1C	-4	99	6	3	7	-13	5
-14	98	COc1ccc(C(=O)/C=C/Nc2ccc(S(=O)(=O)Nc3cccc(C(C)=O)c3)cc2)cc1	14	102	3	5	-1	-5	20
3	95	CCOC(=O)c1ccc(NC(=S)N2CCN(c3ccc(N4CCOCC4)nn3)CC2)cc1	10	101	-2	-4	-3	5	17
-5	101	COC(=O)c1ccc(C2C(C(=O)Nc3ccccc3C)=C(C)Nc3ncnn32)cc1 (stereo not given)	24	101	7	-3	0	0	8
-1	89	CC(=O)c1cccc(CN2CCN(CC=C(C)C)C(CCO)C2)c1 (stereo not given)	6	88	4	-15	5	0	-13
-3	103	COc1ccc(S(=O)(=O)N2CCN(c3cccc(C)c3C)CC2)cc1	-24	103	0	5	1	1	-27
7	101	Cc1cc(C(F)(F)F)c2c(n1)sc1c(O)cc(=O)[nH]c12	14	103	1	5	4	-5	7
-4	97	O=C(C1CCCN(Cc2cccc(Cl)c2)C1)N1CCCCC1 (stereo not given)	20	91	-2	-7	x	-9	14
-17	103	CCCN1CCN(C(=O)Nc2ccc(OCC)cc2)CC1	7	105	-2	7	3	-2	-8
-10	106	CC(=O)NCCC(Cc1ccccc1)c1ccco1 (stereo not given)	-2	104	0	3	3	-32	1
-8	96	Cc1ccc(S(=O)(=O)NCC(=O)N(CC(=O)NCc2ccco2)C2CCCC2)cc1	-9	97	-1	2	10	2	2
37*	100	Cc1ccc2sc(C)[n+](CCO)c2c1	4	99	-11	-2	10	-3	0
4	105	COc1ccc(C(=O)Nc2ccnn2C2CCN(Cc3ccc4nonc4c3)CC2)cc1	5	105	0	6	0	-14	4
-11	110	CCCNC(=O)Nc1ccccc1SC	-17	106	2	2	6	9	-2
2	100	C/C(=N\NC(=O)c1ccccc1O)c1ccc(NC(=O)c2ccccc2)cc1	15	102	3	-1	x	-18	22

Other records:
M18AAP inhibitor	MEKK2wt PB1 HTS	SMILES	SUMO HTRF inh	MEKK3 PB1 HTS	IDE act	MEKK2mut PB1 HTS	IDE cell inh	pCIP destab	NALP1 inh
0	102	Cc1cc[n+](-c2[nH]c(=O)sc2/C=N/N=C(\[O-])CCn2c3ccccc3c3ccccc32)cc1	8	102	x	5	2	-1	8
3	100	CC(C)(C)NC(=O)c1cccc(NC(=O)c2ccc3c(c2)C(=O)N(C(C)(C)C)C3=O)c1	-27	101	6	-1	5	-3	18
23	104	Cc1cccc(NC(=O)CSCC(=O)Nc2ccccc2N2CCCC2)c1	13	94	-2	2	2	-4	22
-2	109	COc1cc(NC(=O)C2CCCCC2)c2ncccc2c1	-5	109	-1	5	2	1	-21
-2	103	Cn1ncc2c(Nc3cc(Cl)cc(Cl)c3)ncnc21	-5	99	5	-3	0	4	25
-9	93	CC1CCC2(CC1)NC(=O)N(CC(=O)N1CCc3ccccc3C1)C2=O (stereo not given)	4	100	11	-4	-7	-9	-2
3	149*	COc1cc(CNc2cccc3[nH]c(C(F)(F)F)nc23)cc(OC)c1	4	109	0	24*	0	5	36
15	97	COc1ccc(N2C(=O)CC(NNC(=O)c3cccnc3)C2=O)cc1 (stereo not given)	-21	100	1	-3	-7	5	x
1	104	O=C(COc1ccc(Cl)cc1)NCc1ccccc1	7	104	0	11	8	2	0
3	106	Cc1ccc(Oc2ccc(C(=O)NC3CCSC3=O)cn2)cc1 (stereo not given)	11	105	5	3	1	-1	5
3	98	Cc1ccccc1-c1nnc(-c2ccccc2C)o1	-78	122	-1	4	0	0	20
4	108	CC1(c2ccccc2)O[C@@H]2C[C@H]3[C@@H]4CCC5=CC(=O)C=C[C@]5(C)[C@@]4(F)[C@@H](O)C[C@]3(C)[C@]2(C(=O)CO)O1 (stereo not given in full)	-16	110	2	6	4	4	12
4	100	O=C(CN1C(=O)NC2(CCCC2)C1=O)Nc1ccc(S(=O)(=O)N2CCOCC2)cc1	5	96	0	4	-3	3	4

2 of the compounds above, with values under each structure:
Screens in order – M18AAP inhibitor, MEKK2wt PB1 HTS, SUMO HTRF inh, MEKK3 PB1 HTS, IDE act, MEKK2mut PB1 HTS, IDE cell inh, pCIP destab, NALP1 inh
Cn1ncc2c(Nc3cc(Cl)cc(Cl)c3)ncnc21
  -2, 103, -5, 99, 5, -3, 0, 4, 25
CC1CCC2(CC1)NC(=O)N(CC(=O)N1CCc3ccccc3C1)C2=O (stereo not given)
  -9, 93, 4, 100, 11, -4, -7, -9, -2

An excerpt; the hit share may differ from the screen's.
